TDP2 absorb: blocks human TDP2 phosphodiesterase activity; recombinant TDP2, T5PNP hydrolysis, p-nitrophenol absorbance 415 nm; inhibition, % at 12.8 µM; 370,000 compounds, 0.34% hits; AID 720702;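 active = inhibition above the mean of all tested compounds plus 3 SD, set per campaign, cut at about 25% in these data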;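 note: 0% = DMSO with enzyme and 100% = buffer with substrate but no TDP2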
Target sequence (O95551 whole entry, looked up): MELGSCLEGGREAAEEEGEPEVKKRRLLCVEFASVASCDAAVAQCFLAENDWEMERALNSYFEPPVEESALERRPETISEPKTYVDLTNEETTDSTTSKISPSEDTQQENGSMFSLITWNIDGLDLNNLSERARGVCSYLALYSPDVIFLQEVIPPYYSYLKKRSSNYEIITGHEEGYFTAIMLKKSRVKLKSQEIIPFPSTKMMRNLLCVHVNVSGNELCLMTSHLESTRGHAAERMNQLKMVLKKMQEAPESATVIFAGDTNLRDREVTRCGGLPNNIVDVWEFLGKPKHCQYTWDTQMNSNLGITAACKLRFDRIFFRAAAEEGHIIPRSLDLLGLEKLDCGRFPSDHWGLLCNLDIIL
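Assay system: recombinant human TDP2 / Reagent: T5PNP substrate at 5 mM, a TopII-DNA adduct mimic / Measured by: epi absorbance from released p-nitrophenol / Evaluation: % inhibition relative to enzyme-containing and enzyme-free wells / Control set: enzyme-free and DMSO wells / Replicates: each compound tested once, singlicate / Schedule: enzyme reaction with compound for 2 h at 37 °C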
LEDGF integ inh: blocks HIV-1 LEDGF/p75-dependent DNA integration; TR-FRET IN-LEDGF/p75 DNA integration, Eu/Cy5; AID 743269; 370,000 compounds, 0.64% hits; inhibition, % at 3.7 µM;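 active = inhibition above the screen-wide mean plus 3 SD, cut at about 13% in these data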;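 note: signal is the Cy5 over europium emission ratio at 671 and 618 nm; 0% = plate median of compound wells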
rCAG RNA binder: r(CAG) repeat RNA binding; TO-PRO-1 dye displacement fluorescence; inhibition, % at 3 µM; 370,000 compounds, 1.3% hits;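 active = inhibition above the plate cutoff, the mean of all test compounds on that plate plus 3 SD, cut at about 35% in these data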;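 note: 0% = DMSO alone and 100% = 100 µM mitoxantrone as full dye displacement; higher means more dye released from RNA so lower well fluorescence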
SIAE primary: human SIAE inhibition, primary screen | Q9HAT2 | SIAE FP-Rh probe binding, fluorescence polarization | inhibition, % at 9.66 µM | 370,000 compounds, 0.69% hits | AID 1053197;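 active = inhibition above a cutoff: mean of compounds within the control limits plus 3 SD of those, cut at about 17% in these data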;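 note: 0% = plate median of compound wells and 100% = probe without SIAE protein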
PRMT1 FP inh: PRMT1 (human) inhibition, primary screen; 370,000 compounds, 1.3% hits; AID 652257; Q99873; recombinant PRMT1, activity-based probe fluorescence polarization; inhibition, % at 2.79 µM;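 active = inhibition above about 21% made by adding two undisclosed values, limit read from the data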
Target sequence (Q99873 whole entry, looked up): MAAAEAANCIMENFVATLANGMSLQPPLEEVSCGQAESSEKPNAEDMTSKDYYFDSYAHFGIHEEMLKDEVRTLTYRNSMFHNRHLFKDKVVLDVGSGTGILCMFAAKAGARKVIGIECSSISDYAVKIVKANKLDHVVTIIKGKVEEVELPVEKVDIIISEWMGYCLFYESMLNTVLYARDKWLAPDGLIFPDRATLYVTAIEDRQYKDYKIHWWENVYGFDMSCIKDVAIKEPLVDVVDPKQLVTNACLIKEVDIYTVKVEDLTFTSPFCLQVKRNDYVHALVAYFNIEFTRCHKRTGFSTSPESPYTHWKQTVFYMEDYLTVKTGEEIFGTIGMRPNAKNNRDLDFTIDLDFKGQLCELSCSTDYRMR
ABHD4 inh: ABHD4 (mouse) inhibition, primary FP screen | purified mABHD4, FP-Rh probe fluorescence polarization | inhibition, % at 8.92 µM | 370,000 compounds, 0.54% hits | AID 720543;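 active = inhibition exceeding the mean over every tested compound plus 3 SD, cut at about 30% in these data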;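 note: 0% = plate median of compound wells and 100% = S159A mutant with DMSO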
Target sequence (Q8VD66 whole entry, looked up): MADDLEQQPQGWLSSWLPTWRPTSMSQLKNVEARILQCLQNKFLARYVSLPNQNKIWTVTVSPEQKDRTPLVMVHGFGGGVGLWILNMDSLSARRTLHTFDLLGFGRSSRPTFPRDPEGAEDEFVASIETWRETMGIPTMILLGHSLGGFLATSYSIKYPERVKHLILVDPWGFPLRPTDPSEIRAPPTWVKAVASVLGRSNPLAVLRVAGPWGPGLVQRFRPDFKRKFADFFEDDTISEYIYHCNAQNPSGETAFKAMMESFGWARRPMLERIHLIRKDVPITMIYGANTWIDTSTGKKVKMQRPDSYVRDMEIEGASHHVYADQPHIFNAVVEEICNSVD
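Test system: mABHD4 protein; Read-out basis: % inhibition; Incubation: 45 min + 60 min at 25 °C; Repeats: single replicate; Technique: fluorescence polarization with parallel and perpendicular emission, 525/598 nm; Compound: 8.92 µM, single dose; Benchmarks: full inhibition S159A mutant plus DMSO, zero as sample-well median.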
TCR CD3 inh: inhibitors of human TCR-CD3 interaction. TAMRA-labeled TCR probe fluorescence, biochemical. inhibition, % at 9.4 µM. 360,000 compounds, 0.37% hits. AID 651800; in the data active = inhibition above about 19%;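 note: recombinant mutant TCR 2C K166C tagged with TAMRA read by polarization; 0% = receptor in buffer alone and 100% = receptor with positive control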
HTRA1 inhibitor: blocks human HTRA1 serine peptidase; recombinant HTRA1, FP-rhodamine activity-based probe, fluorescence polarization; inhibition, % at 5.96 µM; 340,000 compounds, 0.5% hits; AID 504803; in the data active = inhibition above about 36%;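 note: 0% = enzyme with DMSO and 100% = wells lacking enzyme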
MBD2 inh: inhibitors of human MBD2 binding to methylated oligonucleotide | Q9UBB5 | TR-FRET | inhibition, % at 4.4 µM | 370,000 compounds, 0.31% hits | AID 686964; in the data active = inhibition above about 13%
GC-B act: GC-B (human) receptor activation; P20594; HEK293-GC-B cells, CNP EC30, cGMP TR-FRET; 0% at EC30 CNP, 100% saturating CNP; activation, % at 10 µM; 370,000 compounds, 0.11% hits; AID 1920062;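 active = activation at 10 µM reaching about 35% in either raw or pattern-adjusted values, limit read from the data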
* = called active by the depositor; x = no result given.

SMILES | TDP2 absorb | LEDGF integ inh | rCAG RNA binder | SIAE primary | PRMT1 FP inh | ABHD4 inh | TCR CD3 inh | HTRA1 inhibitor | MBD2 inh | GC-B act
C[C@H](C[C@H](O)[C@H]1OC1(C)C)C1=C2C[C@H](O)C3[C@@]4(C)CCC(=O)C(C)(C)C4CC[C@]3(C)[C@@]2(C)CC1 (some centres undefined) | -7.6 | -0.2 | -93.5 | 1.4 | 0.7 | 1.1 | 10.2 | -35.5 | -4.9 | 6.8
Cc1ccc(C(=O)N/C(=C/c2ccco2)C(=O)O)cc1 | 9.9 | 5.6 | 1.3 | 0.8 | 3.7 | 13.0 | -2.9 | -4.7 | 1.0 | 6.8
CCCC[C@@H](CNC)NC[C@H](NCCCCC1CCCCC1)C(C)C | -12.8 | 3.8 | 14.1 | -3.6 | 2.5 | 20.8 | -5.0 | 2.5 | 6.2 | 4.8
Cn1c(=O)n(C)c2cc(/C=C3/SC(=O)N(CC(=O)N4CCOCC4)C3=O)ccc21 | -3.1 | -2.0 | -4.5 | 7.6 | -0.6 | 2.8 | 3.7 | 1.7 | -1.2 | -3.6
CCCCCc1cc(=O)oc2c(C(CCN(CC)CC)c3ccc(OC)cc3)c(OC)cc(OC)c12 (centres undefined) | -15.9 | -2.9 | 2.4 | 0.3 | -1.0 | 5.1 | -0.6 | -10.7 | 3.8 | -1.6
CCCNC(=S)Nc1ccc(Br)cc1 | 1.5 | -1.5 | 3.7 | -1.1 | -1.2 | 1.9 | 6.5 | -1.4 | -4.2 | 3.7
CC(C)Oc1ccc(C(=O)OCC(=O)NCCNC(=O)COC(=O)c2ccc(OC(C)C)cc2)cc1 | 2.8 | -0.8 | -7.6 | -6.8 | 0.3 | 1.9 | 6.7 | -6.1 | -2.8 | 2.4
CN(CCc1ccccc1)C1CCCN(S(=O)(=O)CC(F)(F)F)C1 (centres undefined) | -1.3 | 2.4 | -2.9 | 0.9 | -0.5 | -0.8 | 1.4 | 5.9 | 2.0 | 2.3
CN(C)CCCNc1ccc(-c2nn(C)c(=O)c3ccccc23)cc1[N+](=O)[O-] | -7.7 | -1.8 | -5.4 | 3.0 | -3.3 | 1.7 | 14.0 | -5.3 | -16.7 | -1.0
C[C@@H]1CN(c2c(F)c(F)c3c(=O)c(C(=O)O)cn(C4CC4)c3c2F)C[C@H](C)N1 | -9.7 | 0.6 | -0.8 | -5.9 | -4.2 | 0.5 | 3.3 | 5.2 | -0.9 | 5.8
FC(F)(F)c1cccc(Oc2nc(-c3ccccc3)nnc2C(F)(F)F)c1 | 9.2 | 0.0 | -1.2 | 6.4 | 4.1 | 4.3 | -2.4 | 3.9 | 6.7 | -2.5
COc1ccc(OCC(=O)N2CCN(C(=O)COc3ccccc3)CC2)cc1 | 3.7 | 0.2 | -3.2 | -3.7 | -0.9 | -0.2 | 5.3 | 3.9 | 0.3 | -4.1
CC(=O)NCC(=O)N1CCCC(C(=O)c2ccc(Oc3ccccc3)cc2)C1 (centres undefined) | -11.8 | -1.8 | -2.4 | -1.7 | -1.8 | 0.0 | 6.7 | -0.1 | -0.4 | -3.5
COc1cccc(N2CCN(C(=O)C3CCN(C(=O)Nc4ccccc4)CC3)CC2)c1 | 1.6 | -7.9 | -0.6 | -3.8 | 2.2 | 4.7 | -5.7 | 3.9 | 4.7 | 0.6
COc1ccc(C(C(=O)NC2CCCCC2)N(C(=O)CCl)c2ccc(C)cc2)cc1 (centres undefined) | -2.4 | 1.4 | -5.9 | 2.5 | -7.1 | 8.4 | -0.1 | -0.2 | 0.8 | -4.7
O=C(COC(=O)/C=C/c1ccc(OC(F)F)cc1)NCc1cccs1 | -2.0 | 4.4 | -1.9 | -8.9 | 1.0 | 0.2 | 6.9 | 7.6 | -2.1 | -0.2
O=c1c(=NNc2ccccc2Cl)c(=O)c2ccccc12 | -7.3 | 1.9 | 6.1 | 2.9 | -0.6 | 9.1 | -0.1 | -0.4 | -6.9 | x
O=C(c1ccccc1)N1CN2CN(C(=O)c3ccccc3)CC([N+](=O)[O-])(C2)C1 | 11.5 | -1.3 | -1.0 | 6.6 | -1.9 | 0.2 | 12.2 | 0.4 | 3.4 | 1.5
Cc1cccc(CNC(=O)c2cc(S(=O)(=O)N3CCOCC3)cn2C)c1 | 4.5 | -3.2 | -1.4 | -0.5 | -6.1 | -7.0 | 2.0 | 2.4 | -2.5 | 5.1
CC(=O)c1c(C)nn(CC(O)Cn2c3c(c4cc(C)ccc42)CCCC3=O)c1C (centres undefined) | -2.7 | -0.3 | 4.2 | -3.3 | 7.8 | -3.6 | -9.3 | -5.7 | 5.9 | 0.9
Cc1ccc(CNC(=O)COC(=O)C2CCN(S(=O)(=O)c3cccs3)CC2)cc1 | -3.4 | -4.1 | 2.8 | -5.2 | 1.7 | 9.3 | -4.5 | 9.8 | -1.0 | 0.3
O=C(CN1CCC(NC(=O)C2CCCCC2)CC1)NCc1ccco1 | 2.5 | 4.0 | -4.1 | -0.3 | 0.4 | 2.6 | -2.1 | -13.1 | 3.5 | 2.8
COC(c1ccccc1)c1nnc(CCC(=O)N(C)C(C2CC2)C2CC2)o1 (centres undefined) | -1.4 | -0.5 | 0.2 | 4.7 | 2.4 | 3.7 | 10.3 | -2.6 | -1.3 | -0.3
Cc1cc2cc(CNC(=S)NC3CCCCC3)ccc2n1C | 6.3 | -0.7 | 5.1 | -0.3 | -0.4 | 5.7 | -8.7 | 40.5* | 7.5 | 3.7
Cn1c(=O)[nH]c2nc[nH]c2c1=O | -2.3 | 1.5 | 4.0 | 2.6 | -1.8 | -4.7 | 1.0 | 0.4 | -2.3 | 1.5
CCC1(C(=O)c2ccccc2)C(c2cccc([N+](=O)[O-])c2)C1(C(=O)OC)C(=O)OC (centres undefined) | -6.9 | -7.9 | 0.5 | -3.5 | 1.5 | -4.8 | 1.0 | -0.8 | 3.2 | -8.1
COC(=O)Cc1nnc(Nc2cccc(C)c2)c2ccccc12 | 5.7 | 6.4 | -2.0 | 8.1 | -7.2 | -4.0 | 0.1 | 8.0 | 0.1 | 1.6
Nc1c(S(=O)(=O)c2cc(Cl)ccc2Cl)c2nc3ccccc3nc2n1CCN1CCOCC1 | 10.9 | 0.4 | -0.5 | -11.3 | -1.2 | -0.5 | -4.1 | -11.7 | 4.8 | -17.7
O=C(Nc1cc(S(=O)(=O)N2CCOCC2)ccc1N1CCOCC1)c1ccccc1[N+](=O)[O-] | 0.9 | -1.2 | 7.1 | -2.4 | -3.9 | -0.9 | 1.9 | 0.6 | -4.8 | 5.2
CCOC(=O)C1=C(COC(=O)C2(C)CC2(Cl)Cl)NC(=O)NC1c1ccc(OC)cc1 (centres undefined) | 7.9 | 3.2 | -5.5 | 7.6 | -2.0 | 3.1 | 1.6 | -18.8 | 1.8 | -11.2
CCn1cc(C(=O)NCCC(=O)OC)c(=O)c2cc3c(cc21)OCO3 | 11.8 | -1.8 | -2.8 | 6.8 | -3.5 | -1.1 | -1.4 | 3.0 | -1.8 | 1.2
CCCc1cc(NCCOCCO)n2c(nc3ccccc32)c1C#N | -4.9 | -4.2 | 0.8 | 6.1 | -0.9 | 4.2 | 5.5 | 3.0 | -1.7 | 2.8
CCOC(=O)c1c(NC(=O)c2ccc(Br)o2)sc(C)c1CC | 0.1 | 0.2 | 8.8 | -15.8 | 0.3 | -0.2 | -2.6 | -8.6 | 1.9 | -1.0
Cc1ccccc1CC(=O)NCc1cccnc1 | -8.2 | 3.2 | 0.3 | 4.3 | -4.5 | -1.1 | -1.9 | 3.0 | -1.7 | -2.1
CCC(C(=O)NCC1CCCO1)N(Cc1ccc(F)cc1)C(=O)CNS(=O)(=O)c1ccccc1 (centres undefined) | 8.4 | -0.8 | -5.1 | -2.2 | -2.7 | 6.5 | 6.0 | -2.2 | -1.9 | -2.2
CCCCn1c(N)c(N(CCOC)C(=O)C2CCN(C(=O)c3ccc(F)cc3)CC2)c(=O)[nH]c1=O | -4.8 | 0.7 | -2.2 | 8.7 | 3.4 | 31.1* | 1.0 | -2.4 | -3.8 | 2.4
Cc1ccc(S(=O)(=O)N2CCN(C(=O)c3ccc4ccccc4n3)CC2)c(C)c1 | -7.0 | 4.6 | 6.7 | -0.7 | 1.0 | 1.4 | 3.1 | 1.9 | 3.8 | -2.5
O=C(NCCCO)NC12CC3CC(CC(C3)C1)C2 | 1.1 | -5.6 | -0.6 | 4.2 | -4.5 | 2.9 | 0.9 | -4.9 | 0.0 | -1.1
CS(=O)(=O)c1ccccc1C(=O)Nc1cc2c(cc1C(=O)O)OCCCO2 | -5.1 | -0.1 | 5.9 | -0.7 | -2.0 | 1.5 | -1.2 | 4.0 | 0.3 | 3.5
Cc1ccc(CN2CCC(n3nccc3NC(=O)CCCc3ccccc3)CC2)o1 | 4.1 | 2.4 | -4.0 | -2.6 | 1.8 | 2.4 | 5.5 | -4.1 | -4.2 | 2.7
O=C(NC1CCCCC1)C(c1ccc(F)cc1)N(C(=O)c1csnn1)C1CCCC1 (centres undefined) | 8.6 | 2.4 | -1.0 | -1.2 | -4.1 | 0.9 | 4.2 | -4.1 | -3.2 | -4.3
COc1cccc(C(=O)NCCS(=O)(=O)N2CCCC2)c1 | 6.2 | 1.2 | 1.3 | 0.0 | 1.9 | -2.5 | -1.9 | 4.0 | 0.8 | 2.3
CCN(CC)S(=O)(=O)c1cc(C(=O)O)c(Cl)cc1Cl | 2.5 | 0.4 | 3.8 | -6.5 | 0.5 | -1.1 | 4.3 | 0.5 | 2.2 | 2.8
COc1ccc(C(=O)Nc2cccc(C(=O)NCc3ccccc3)c2)cc1 | -2.2 | -5.5 | 1.0 | -11.2 | -0.6 | -3.9 | -2.2 | -24.5 | 1.3 | 5.4
CNS(=O)(=O)c1ccc(C(=O)NCC(=O)NCC2COc3ccccc3O2)cc1 (centres undefined) | 11.1 | -1.9 | 1.7 | 11.8 | -23.4 | 6.9 | 9.5 | -2.3 | 0.4 | 6.4
O=C(NN1C(=O)c2ccccc2NC1c1ccc([N+](=O)[O-])o1)c1ccc([N+](=O)[O-])cc1 (centres undefined) | -3.4 | -1.4 | 5.2 | -0.8 | -2.0 | 4.6 | 3.9 | 3.0 | -3.7 | 3.0
COc1ccc(CCNCc2ccc(OCc3ccccc3)cc2)cc1 | -8.5 | -5.7 | 4.3 | -0.1 | 0.6 | 9.2 | -4.7 | -14.9 | 0.2 | 2.4
CC1=CC(C)(C)Nc2ccc(OC(=O)CCN3C(=O)c4ccccc4C3=O)cc21 | 4.3 | -4.6 | -0.5 | 7.0 | 1.9 | 4.7 | 3.0 | 2.0 | 0.6 | 2.3

Individual results from the results shown.
MBD2 inh result of CCCc1cc(NCCOCCO)n2c(nc3ccccc32)c1C#N is entered as -1.7
SIAE primary result of Nc1c(S(=O)(=O)c2cc(Cl)ccc2Cl)c2nc3ccccc3nc2n1CCN1CCOCC1 is entered as -11.3

These rows are one share of the data; rates above refer to the full screens.
